KCNQ2 block = KCNQ2 potassium channel inhibitors, primary screen, cell-based, CHO-K1, FluxOR thallium flux, B-score (AID 2156); 20 min; active compounds read low; B-score at 10 µM; 310,000 tested, 1.1% active;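 active = fluorescence ratio B-score at most minus 3 library SDs, with starting brightness B-score within 2 library SDs, cut at about -5.5 in these data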
CHT block = inhibits the human high affinity choline transporter; Q9GZV3; CHT-expressing cells, membrane potential dye, choline response; active compounds read low; B-score at 10 µM; 310,000 tested, 0.86% active;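 active = B-score over 3 SD under the library average, and starting fluorescence ratio not unusually high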;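 also: choline stimulus applied at its EC90 after an EC20 pre-addition; B-score computed on integrated fluorescence ratio after choline addition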
Target sequence (Q9GZV3 whole entry, looked up): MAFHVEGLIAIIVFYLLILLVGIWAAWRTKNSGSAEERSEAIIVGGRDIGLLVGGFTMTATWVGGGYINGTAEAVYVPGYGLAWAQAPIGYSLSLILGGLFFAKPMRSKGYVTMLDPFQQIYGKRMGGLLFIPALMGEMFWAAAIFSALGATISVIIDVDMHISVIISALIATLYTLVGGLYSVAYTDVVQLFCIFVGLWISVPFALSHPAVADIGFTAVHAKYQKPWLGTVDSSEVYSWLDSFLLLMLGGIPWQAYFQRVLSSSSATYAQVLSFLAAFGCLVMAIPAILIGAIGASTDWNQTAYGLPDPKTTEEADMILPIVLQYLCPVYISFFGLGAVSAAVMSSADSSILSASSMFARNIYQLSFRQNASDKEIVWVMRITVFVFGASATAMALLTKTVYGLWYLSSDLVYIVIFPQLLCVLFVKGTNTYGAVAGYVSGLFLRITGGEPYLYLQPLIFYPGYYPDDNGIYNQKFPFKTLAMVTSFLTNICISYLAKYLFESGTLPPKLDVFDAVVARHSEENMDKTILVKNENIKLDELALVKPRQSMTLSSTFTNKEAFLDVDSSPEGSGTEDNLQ
Starred values were filed as active, the others as inactive; i = inactive; · = not tested or not shown. Rows are unselected (roughly 1.9% active in at least one column).

CHT block	KCNQ2 block	SMILES
i	i	CC(C)C(=O)N1CCN(c2ccccc2NC(=S)NC(=O)c2ccco2)CC1
i	i	Cc1cc(C)c(S(=O)(=O)Nc2ncn[nH]2)c(C)c1
i	i	CC(C)(C)c1ccc(-c2noc(CCC(=O)NCc3ccco3)n2)cc1
i	i	Cc1ccc(S(=O)(=O)N2CCC(Oc3cccc(C(F)(F)F)c3)CC2)cc1
i	i	c1ccc(-c2nnc(SCC3CCCCO3)nc2-c2ccccc2)cc1 (configuration not stated)
i	i	CCNC(=O)NC(=O)COC(=O)CCc1nc(=O)c2ccccc2n1C
i	i	Cc1ccc(NC(=O)CCNS(=O)(=O)c2ccc3[nH]c(=O)oc3c2)cc1N(C)C
i	i	COCCSc1nnc(NC(=O)Cc2cccs2)s1
i	i	O=C(CSc1nnc(Cn2c(=O)sc3ccccc32)n1-c1ccccc1)Nc1nccs1
i	i	Cc1ccccc1-c1nnc(SCC(=O)NC2CCCCC2)o1
i	i	COC(=O)CN(c1ccc(C)cc1)S(=O)(=O)c1ccc(F)cc1
i	·	O=C(CN1CCC(c2nc3ccccc3[nH]2)CC1)Nc1ccc2c(c1)OCO2

Four compounds out of the list, arranged by SMILES length, ascending:
CHT block	KCNQ2 block	SMILES
i	i	COCCSc1nnc(NC(=O)Cc2cccs2)s1
i	i	Cc1ccccc1-c1nnc(SCC(=O)NC2CCCCC2)o1
i	i	Cc1ccc(S(=O)(=O)N2CCC(Oc3cccc(C(F)(F)F)c3)CC2)cc1
i	i	Cc1ccc(NC(=O)CCNS(=O)(=O)c2ccc3[nH]c(=O)oc3c2)cc1N(C)C

Additional results follow:
CHT block	KCNQ2 block	SMILES
i	i	Cc1ccc(S(=O)(=O)N(C)C)cc1NC(=O)Cn1c(CN2CCOCC2)nc2ccccc2c1=O
i	i	Cc1ccccc1Nc1nc(N)nc(CN2C(=O)NC3(CCCCC3C)C2=O)n1 (configuration not stated)
i	i	CCc1nc2nc(C)c(NS(=O)(=O)c3ccc(F)cc3)c(=O)n2[nH]1
i	i	CC1=C(C(N)=O)C(c2ccc(Br)cc2)n2nc(CCCO)nc2N1 (configuration not stated)
i	i	CCNC(=S)N/N=C/c1sc(N2CCCCC2)nc1-c1cccs1
i	-9*	O=C(O)c1ccc(COc2c(F)c(F)cc(F)c2F)cc1
i	i	CC1CC(N(C(=O)c2ccc(Cl)cc2)c2ccccc2)c2ccccc2N1C(=O)c1ccco1 (configuration not stated)
i	·	Cc1c(C(=O)Nc2cccc(C(F)(F)F)c2)oc2ccc(S(=O)(=O)N3CCOCC3)cc12
i	i	COc1ccc(-n2c(=S)[nH]c3cc(C(=O)N(C)Cc4ccccc4)ccc3c2=O)cc1
i	i	COCCNC(=S)N=Nc1c(O)[nH]c2ccc([N+](=O)[O-])cc12
i	i	Cc1c(C(=O)NC2CCC(C)CC2)oc2ccccc12 (configuration not stated)
i	i	Oc1ccc(Cl)cc1CNc1cnc2ccccc2c1
i	i	CCN(CC)S(=O)(=O)c1cccc(-c2cn3cc(C)ccc3n2)c1
i	i	CCn1cc(C(=O)N(C)Cc2ccc(OC(F)F)cc2)c(=O)c2ccc(C)nc21
i	i	CCc1ccc(C(C(=O)NC2CCCC2)N(CCOC)C(=O)CCC(=O)Nc2cc(C)on2)cc1 (configuration not stated)
i	i	Cn1c(CNC(=O)C(Cc2ccccc2)NC(=O)c2ccccc2)cc(=O)n(C)c1=O (configuration not stated)
i	i	C/C(=N\NC(=O)C(N)=O)c1ccc(Br)cc1
i	i	Cc1ccc(NC(=O)CSc2nnc3n2CCCCC3)cc1
i	i	Cc1c(C(=O)Nc2nc3ccccc3[nH]2)oc2ccc(Br)cc12
i	i	C=CCn1c(=O)[nH]c2cc(C(=O)N3CCN(c4cc(C)ccc4C)CC3)ccc2c1=O
i	i	CCc1c(C)sc(NC(=S)NC(C)C2CCCO2)c1C(=O)OC (configuration not stated)
i	i	CCCc1cc(=O)oc2c(C)c(OCC(=O)Nc3ccccn3)ccc12
i	i	CCOC(=O)C1CCN(c2cc(C)nc3cc(-c4cccc(F)c4)nn23)CC1
i	i	Cc1ccc(NC(=O)C2CCC2)cc1S(=O)(=O)N1CCCCCC1

The last two entries of the section above open the next one:
CHT block	KCNQ2 block	SMILES
i	i	CCOC(=O)C1CCN(c2cc(C)nc3cc(-c4cccc(F)c4)nn23)CC1
i	i	Cc1ccc(NC(=O)C2CCC2)cc1S(=O)(=O)N1CCCCCC1
i	i	C=CCn1c(SCC(=O)c2[nH]c(C)c(C(C)=O)c2C)nnc1-c1ccncc1
i	i	COc1cccc(C2CC(c3cccs3)=NN2C(=O)CCC(=O)O)c1OC (configuration not stated)
i	i	COc1ccc(-c2cc(=O)oc3cc(OC(C)C(=O)NCC4CCC(C(=O)O)CC4)ccc23)cc1 (configuration not stated)
i	i	CCCS(=O)(=O)c1c(S(=O)(=O)CCC)c2ccc(C(N)=O)cn2c1C(=O)c1ccccc1
i	i	CC1(C)C2CCC1(CS(=O)(=O)Nc1cccc(S(N)(=O)=O)c1)C(=O)C2 (configuration not stated)
i	i	CC[C@H](C)[C@H](NC(=O)[C@H](Cc1ccc(O)cc1)NC(=O)[C@@H](N)C(C)C)C(=O)N[C@@H](Cc1cnc[nH]1)C(=O)N1CCC[C@H]1C(=O)N[C@@H](Cc1ccccc1)C(=O)O
i	i	COC(=O)CC1C(=O)NCCN1Cc1cn(-c2ccc(C)cc2)nc1-c1cccc(C)c1 (configuration not stated)
i	i	O=C1OC(C(=O)Nc2nccs2)Cc2ccccc21 (configuration not stated)
i	i	COC(=O)c1sc2nc(C)cc(-c3ccccc3)c2c1N
i	i	OC(COCc1ccc(Cl)cc1)CN1CCN(c2ccccn2)CC1 (configuration not stated)
i	i	C=CCNC(=O)c1nn2cccnc2c1Cl
i	i	CN(Cc1ccccc1)C(=O)CCCn1c(=O)c2cccn2c2cccnc21
i	i	CCOc1cccc(/C=N/NC(=S)Nc2ccccc2[N+](=O)[O-])c1O
i	i	COC(=O)c1c(O)cc(C(C)(C)C)n(-c2ccccc2)c1=O
i	i	CCOC(=O)c1cc(C#N)c(N2CCN(C(=O)c3cccc(C(F)(F)F)c3)CC2)nc1C(F)(F)F
i	i	CC(=O)c1sc(NC(=O)c2ccc(Br)o2)nc1C
i	i	COc1ccc(CNC(=S)N/N=C(\C)c2ccc(OC)cc2)cc1
i	i	O=C(CN1CCN(Cc2ccccc2Cl)C1=O)N1CCCCCC1
i	i	O=C(NCc1cccs1)C1CCCN1C(=O)NC1CCCCC1 (configuration not stated)
i	i	Nc1c(C(=O)N/N=C/c2ccc(F)cc2)oc2nc(-c3ccccc3)cc(-c3ccco3)c12
i	i	O=C(c1cccnc1NCc1ccc(F)cc1)N1CCOCC1
i	i	CCc1ccc(CNC(=O)C2CC(=O)N(CCc3ccc(C)cc3)C2)cc1 (configuration not stated)
i	i	COC(=O)c1ccc(NC(=O)CSCc2ccccc2)cc1
i	i	COc1ccc(O)c(/C=N/NC(=O)CN2CCS(=O)(=O)CC2)c1

Part of the list above, bar-delimited.
smiles | CHT block | KCNQ2 block
O=C(NCc1cccs1)C1CCCN1C(=O)NC1CCCCC1 (configuration not stated) | i | i
Nc1c(C(=O)N/N=C/c2ccc(F)cc2)oc2nc(-c3ccccc3)cc(-c3ccco3)c12 | i | i
O=C(c1cccnc1NCc1ccc(F)cc1)N1CCOCC1 | i | i
CCc1ccc(CNC(=O)C2CC(=O)N(CCc3ccc(C)cc3)C2)cc1 (configuration not stated) | i | i
COC(=O)c1ccc(NC(=O)CSCc2ccccc2)cc1 | i | i
COc1ccc(O)c(/C=N/NC(=O)CN2CCS(=O)(=O)CC2)c1 | i | i

Continued:
CHT block	KCNQ2 block	SMILES
i	i	CCOc1ccc(/C=N/NC(=O)CNC(=O)c2ccc(S(=O)(=O)N3CCOCC3)cc2)cc1
i	i	O=C1CCCN1CCCNC(=S)Nc1ccc(Nc2ccccc2)cc1
i	i	COc1cccc(CNC(=O)c2ccc(OCC(=O)N3CCOCC3)c(OC)c2)c1
i	i	CC(C)C(NS(=O)(=O)c1cccs1)C(=O)Nc1nc(C(C)(C)C)cs1 (configuration not stated)
i	i	Cn1c(C(=O)N2CCN(C(=O)c3ccco3)CC2)cc2c(=O)n3ccccc3nc21
i	i	COc1ccc(-c2n[nH]c(=S)n2/N=C/C=C/c2ccccc2OC)cc1
i	i	CCN(CC)S(=O)(=O)c1ccc(-c2cn3cc(Cl)ccc3n2)cc1
i	i	COc1ccc(Br)c(C(=O)Nc2ccc(F)cc2)c1
i	i	CCOc1ccc(NC(=O)CN(C)C(=O)CSCc2cccc(C)c2)cc1OCC
i	i	N#C/C(=C\c1ccccc1)C(=O)OCC(=O)N1CCCC1
i	-6.5*	COc1cccc(NC(=O)Cn2cc3c(n2)CCCCC3)c1
i	i	O=C(CNC(=O)C1CCCCC1)NC1=NCCS1
-5.4*	i	CCOC(=O)C1CCN(S(=O)(=O)c2c(Cl)ccc3nonc23)CC1
i	i	COc1ccc(OCc2nnc(SCC(=O)N3C(C)CCCC3C)o2)cc1 (configuration not stated)
i	i	N=C1/C(=C/c2cccn2Cc2ccc(F)cc2)C(=O)N=C2SC=CN12
i	i	CCNC(=O)CSc1nc(-c2ccccc2)cs1
i	i	Nc1nnc(Cc2c[nH]c3ccccc23)s1
i	i	CCN=C(Nc1cccc(F)c1)SC1CC(=O)N(c2ccc(OC)cc2)C1=O (configuration not stated)
i	i	CC(=O)Nc1cccc(C(=O)Nc2ccc(S(=O)(=O)N3CCCCC3)cc2)c1
i	i	CC(c1ccccc1)n1c(-c2ccccc2F)n[nH]c1=S (configuration not stated)
i	i	COc1ccc(Cn2cnc3c(NS(C)(=O)=O)c(C)c(C)cc32)cc1
·	i	CCOc1ccc(NC(=O)CSc2nc3cccnc3n2CC)cc1
i	i	COc1ccc(/C=C2\Oc3cc(OCC(N)=O)ccc3C2=O)cc1OC
i	i	CCOC(=O)CSc1nc2ccc(N3CCOCC3)cc2c(=O)n1Cc1ccccc1
i	i	CC(=O)Nc1cccc2c1OCCO2
i	i	O=C(c1ccccc1)c1ccc(Cn2cc(CCCO)nn2)cc1
i	i	Cc1cccc(C(=O)NC(=S)Nc2ccc(S(=O)(=O)N3CCN(C)CC3)cc2)c1
i	i	Cc1ccc(CNC(=O)c2cc3c(=O)n(C)c4ccccc4c3n2C)o1
i	i	COCCN(C(=O)COC(=O)c1cnc(C)cn1)c1c(N)n(Cc2ccccc2)c(=O)[nH]c1=O
i	i	CCOC(=O)C1CCN(C(=O)c2cccs2)CC1
i	i	CC(c1ccccc1)c1nnc(NC(=O)Nc2ccccc2)s1 (configuration not stated)
i	i	CN(Cc1ccccc1)c1oc(-c2ccco2)nc1C#N
i	i	CCn1c(NC(=O)C2CCCCC2)nc2ccccc21
i	i	CS(=O)(=O)c1ccc(C(=O)Nc2ccc(S(=O)(=O)N3CCCCC3)cc2)cc1
i	i	COc1ccccc1/C=C1\SC(=O)N(CCC(=O)NNC(=O)c2ccccc2Cl)C1=O
i	i	CCOC(=O)C1CCCN(S(=O)(=O)c2cc3c(cc2Cl)NC(=O)CO3)C1 (configuration not stated)
i	i	COc1ccc(C(=O)N2CCC(n3c(C)nc4cc(F)ccc43)CC2)cc1
i	i	NC(=O)COC(=O)c1ccccc1OCc1ccc(Cl)cc1
i	i	C[C@@H](C(=O)Nc1ccc2ccccc2c1)[C@@H]1C[C@@]1(C)[C@@H](NC(=O)c1ccccc1)c1ccccc1
i	i	Cc1ccc(S(=O)(=O)NC(=O)NCC2CCN(S(=O)(=O)c3ccccc3)CC2)cc1
i	i	COc1ccc(C(=O)Nc2ccc(N3CCN(C(=O)c4ccccc4C)CC3)cc2)cc1
i	i	Cn1c(O)c(N=NC(=O)CNC(=O)c2cccnc2)c2ccccc21
i	i	CC(C)Oc1ccc(NC(=O)CCC(=O)O)cc1
i	i	O=S(=O)(c1ccc(NCc2ccc(F)cc2)nc1)N1CCCC1
i	i	Cc1ccc(N2CC(C(=O)Nc3nccs3)CC2=O)cc1 (configuration not stated)
i	i	COc1ccc(-c2nn(-c3ccccc3)cc2/C=C\C(=O)N2CCOCC2)cc1[N+](=O)[O-]
i	i	Cc1cc(NC(c2cccnc2)c2ccc3cccnc3c2O)no1 (configuration not stated)
i	i	O=C(Nc1cccnc1)c1cc(-c2ccc3c(c2)OCO3)on1
i	i	COc1ccc(/C=C/c2cc[n+](C(=O)Cc3ccccc3)cc2)cc1
i	-8.2*	CCCCN(C)c1nc(-c2ccco2)c2c(c1C#N)CC(C)(C)OC2
i	i	O=C(CSc1ccc2ccccc2c1)NCc1cccs1
i	i	CC(C)(Cc1ccc(O)cc1)NC(=O)CC(=O)N=Nc1c(O)[nH]c2ccc(Br)cc12
i	i	O=C(NNC(=O)c1ccc(Cl)c(Cl)c1)c1cccnc1
i	i	COc1ccc(-c2cc(C(=O)N3CCN(C(=O)c4ccco4)CC3)[nH]n2)cc1
i	i	COc1ccccc1OCCNC(=O)c1c(-c2ccccc2Cl)noc1C
i	i	Cc1[nH]c2ccccc2c1C(=O)C(=O)Nc1ccc2c(c1)OCCO2
i	i	O=C(c1ccc(F)cc1)C(CN1CCOCC1)c1ccccc1 (configuration not stated)
i	i	COc1ccc(C(=O)C2CCCN(C(=O)c3cccc(Cl)c3F)C2)cc1OC (configuration not stated)
i	i	O=C(Cc1cc(=O)[nH][nH]1)N/N=C/c1c(F)cccc1Cl
i	i	CCOC(=O)c1cn(CC(=O)Nc2cccc(Cl)c2)nn1

The results go on:
CHT block	KCNQ2 block	SMILES
i	i	C#CCNC(=O)C1=C[C@@H](C2CC2)[C@H](CCCO)[C@@H](OCC)O1
i	i	CC1(C(=O)NCc2ccc(Cl)c(Cl)c2)Oc2ccccc2NC1=O (configuration not stated)
i	i	CN=C(Nc1cccnc1)c1cccc(C(F)(F)F)c1
i	i	CCCCNc1ccc2nsnc2c1[N+](=O)[O-]

Bioassay records as filed in PubChem BioAssay.
